TNAP act DEA = human TNAP enzyme activators, primary screen, biochemical, luminescent, intermediate phosphate acceptor level | purified TNAP, CDP-star luminescence, 100 mM DEA, 30 min; stronger effect = higher value; scale: 0 levamisole-inhibited, 1 vehicle-only enzyme | activation factor at 20 µM | 64,000 tested, under 10 active | Alkaline phosphatase, tissue-nonspecific isozyme (Homo sapiens), P05186;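 active = activation factor of at least 2 at 20 µM, relative to controls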
Target sequence (P05186 whole entry, looked up): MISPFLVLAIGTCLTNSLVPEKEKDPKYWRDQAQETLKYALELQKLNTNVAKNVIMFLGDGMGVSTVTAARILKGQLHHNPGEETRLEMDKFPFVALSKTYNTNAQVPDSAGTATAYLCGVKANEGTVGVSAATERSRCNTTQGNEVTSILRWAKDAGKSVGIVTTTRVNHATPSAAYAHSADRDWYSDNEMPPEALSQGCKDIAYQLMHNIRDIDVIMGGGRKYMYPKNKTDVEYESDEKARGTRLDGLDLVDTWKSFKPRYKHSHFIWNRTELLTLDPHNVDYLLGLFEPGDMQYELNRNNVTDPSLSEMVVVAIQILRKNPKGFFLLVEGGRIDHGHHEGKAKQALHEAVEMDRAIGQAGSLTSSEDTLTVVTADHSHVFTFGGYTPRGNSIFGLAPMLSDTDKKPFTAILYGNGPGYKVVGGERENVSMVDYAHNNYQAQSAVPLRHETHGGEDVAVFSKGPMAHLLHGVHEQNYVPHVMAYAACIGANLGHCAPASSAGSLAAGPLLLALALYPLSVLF
NADH enzymes = inhibitors of PK/LDH coupling enzymes, profiling panel, artefact control, biochemical, MLSMR library; coupled PK/LDH NADH assays, four targets; IC50, µM (doses to about 10 µM), without a hit: top-dose inhibition; actives 0.02% (n = 65,000); AID 774, 2007;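 active = single-dose screening hits from any of four coupled enzyme assays that gave an IC50 when retested across doses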;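 also: the DPM-DC format reads NADH fluorescence rather than 340 nm absorbance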
M1 ag = M1 muscarinic receptor agonists, primary screen, CHO-M1 cells, Fluo-4 calcium, agonist mode. Muscarinic acetylcholine receptor M1. Fluo-4 calcium fluorescence; stronger effect = higher value. B-score at 10 µM. actives 3% (n = 64,000);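 active = fluorescence rise, raw or as B-score row- and column-corrected plate score, outside the 99.7% band of its plate's samples, either direction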
RORA act = activators of orphan receptor RORA, primary screen, cell-based, luminescence | CHO-K1 Gal4-RORA LBD luciferase reporter; percent increase over mock-subtracted basal signal | activation, % at 10 µM | actives 1.5% (n = 65,000) | AID 560, 2006;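 active = activation above the mean of all tested compounds plus 3 SD, cut at about 49% in these data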;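 also: 0% = DMSO-treated RORA cells and 100% = added signal equal to DMSO minus mock-transfected cells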
SF-1 act = activators of human SF-1, primary screen, cell-based, CHO-K1, Gal4-SF-1 LBD, luciferase luminescence. Steroidogenic factor 1 (Homo sapiens), Q13285. CHO-K1 Gal4-SF-1 LBD luciferase reporter; % increase over DMSO SF-1-specific signal. activation, % at 10 µM. actives 1.9% (n = 65,000);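 active = activation above the mean activation of all tested compounds plus 3 SD, cut at about 50% in these data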
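Test system: transient Gal4-SF-1 LBD reporter, CHO-K1; Amount: 4,000 CHO-K1 cells per well; Doses: 10 µM only; Timing: compound exposure 20 h at 37 °C; Signal: luciferase light emission; Read-out basis: percent activation relative to DMSO median and mock-transfected background; Control set: DMSO negative control and −SF1 background wells; Replicates: one test per compound.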
E coli RNAP = E. coli RNAP inhibitors, biochemical. E. coli RNA polymerase, fluorescence transcription assay. inhibition, %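 (tested at 10 µM)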. actives 0.2% (n = 62,000); in the data active = inhibition above about 20%;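 also: 0% = enzyme without compound and 100% = no enzyme blank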
M1 antagonist = antagonists of rat M1 muscarinic receptor | Muscarinic acetylcholine receptor M1 (Rattus norvegicus), P08482 | CHO-M1 cells, Fluo-4 calcium, ACh EC80 antagonist mode; stronger effect = lower value | B-score at 10 µM | actives 3.4% (n = 64,000);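 active = calcium fluorescence response, raw or row-and-column corrected B-score, differing from the plate sample mean either way at a set confidence level, mostly lower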
Target sequence (P08482 whole entry, looked up): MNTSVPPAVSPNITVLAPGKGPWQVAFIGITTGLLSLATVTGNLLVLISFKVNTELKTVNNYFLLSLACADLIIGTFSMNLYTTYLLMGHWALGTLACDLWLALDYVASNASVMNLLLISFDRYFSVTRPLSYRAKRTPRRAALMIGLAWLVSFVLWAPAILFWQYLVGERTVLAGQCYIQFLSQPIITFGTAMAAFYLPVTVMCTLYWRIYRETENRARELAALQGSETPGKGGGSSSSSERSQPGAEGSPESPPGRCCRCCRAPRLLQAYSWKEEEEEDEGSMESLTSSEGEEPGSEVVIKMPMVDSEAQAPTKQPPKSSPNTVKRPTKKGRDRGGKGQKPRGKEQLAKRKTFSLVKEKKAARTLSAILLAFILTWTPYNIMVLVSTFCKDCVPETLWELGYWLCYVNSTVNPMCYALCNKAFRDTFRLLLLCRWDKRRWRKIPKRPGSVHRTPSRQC
Autofluor 339 = intrinsic fluorescence of library compounds, ex339/em460 – biochemical, MLSMR library, data from DPM-DC assay, artefact control, profiling panel; actives 5.5% (n = 65,000); compound autofluorescence, ex339/em460 nm, NADH buffer; stronger effect = higher value; 1 = no-compound wells, NADH background; fluorescence fold increase at 10 µM;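 active = at 10 µM, mean starting fluorescence two-fold or more over control wells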;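 also: signal is the first read of a kinetic run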
Ecoli tolC = growth inhibitors of E. coli tolC mutant, primary screen, strain BW25113 ΔtolC::kan, 384-well | OD615 | growth inhibition, % at 10 µM (by protocol) | actives 2.2% (n = 65,000) | AID 573, 2007;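 active = growth inhibition at or above a cutoff equal to the mean over every tested compound plus 3 SD, cut at about 60% in these data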;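 also: growth measured after 20 h incubation at 37 °C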
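Test system: E. coli BW25113 ΔtolC::kan bacteria | Medium: Kanamycin-containing LB broth (50 µg/mL) | Dosing: One dose of 10 µM final | Times: 20 h incubation with compound, 37 °C | Detection: Optical density read at 615 nm | Read-out basis: Percent growth inhibition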
* hit, by the source's call; . = not tested or not shown; [ ] = remark or other dose.

Preview, 3 compounds:
SMILES | TNAP act DEA | NADH enzymes | M1 ag | RORA act | SF-1 act | E coli RNAP | M1 antagonist | Autofluor 339 | Ecoli tolC
CCCCn1c(NC(=O)c2ccccc2)c(C#N)c2nc3ccccc3nc21 | 1 | 6%[fluoresces] | . | 7 | 3 | -2 | . | 3.8* | 67*
CCN1C(=O)CC(n2c(C)nc3ccccc32)C1=O (stereo not drawn) | 0.8 | 3% | 0.15 | -4 | -10 | -1 | 0.025 | 1.1 | -15
COc1cccc(NC(=O)CN2CCN(c3ccc(F)cc3)CC2)c1 | 1 | 5% | 0.49 | -11 | 4 | 7 | 0.16 | 1.1 | -9

Main list, repeating the preview:
SMILES | TNAP act DEA | NADH enzymes | M1 ag | RORA act | SF-1 act | E coli RNAP | M1 antagonist | Autofluor 339 | Ecoli tolC
CCCCn1c(NC(=O)c2ccccc2)c(C#N)c2nc3ccccc3nc21 | 1 | 6%[fluoresces] | . | 7 | 3 | -2 | . | 3.8* | 67*
CCN1C(=O)CC(n2c(C)nc3ccccc32)C1=O (stereo not drawn) | 0.8 | 3% | 0.15 | -4 | -10 | -1 | 0.025 | 1.1 | -15
COc1cccc(NC(=O)CN2CCN(c3ccc(F)cc3)CC2)c1 | 1 | 5% | 0.49 | -11 | 4 | 7 | 0.16 | 1.1 | -9
Cn1nnnc1SCC(=O)c1ccco1 | 1 | 5% | 0.82 | -4 | 2 | 5 | -0.39 | 1.1 | -8
CCOc1cc(C(=O)Nc2ccccc2N2CCN(S(C)(=O)=O)CC2)cc(OCC)c1OCC | 0.9 | 5% | 1.8* | -10 | 16 | -1 | -0.43 | 1 | 6
OC(C#CCN1CCCCC1)c1ccccc1 (stereo not drawn) | 0.9 | 2% | 0.13 | 11 | 9 | 8 | -2.6* | 1.1 | -15
COc1ccc(NC(=O)C2CCCN2c2ccc(OC)c(OC)c2)cc1OC (stereo not drawn) | 1 | 3% | 0.042 | -8 | -2 | 6 | 0.3 | 1.1 | -5
O=C(NCN1C(=O)C2C3C=CC(C3)C2C1=O)OC1CCCCC1 (stereo not drawn) | 1 | 3% | -0.38 | 6 | 10 | 2 | 0.13 | 1.1 | -7
COc1ccccc1CNC(=O)CNC(=O)Cn1cnc2ccccc2c1=O | 0.9 | 3% | -0.21 | -9 | 6 | 0 | 0.038 | 1.1 | -6
CCOc1ccc(OCC)c(Nc2cc(C)nc3ncnn23)c1 | 1.1 | 8% | -0.18 | 10 | -15 | 1 | -1 | 1 | -4
O=C(NC1CCCC1)c1ccc2nc[nH]c2c1 | 0.9 | 4% | 0.92 | -21 | -11 | 3 | -0.029 | 1.1 | -13
C=CCNS(=O)(=O)c1ccc(OCC(=O)OC)cc1 | 0.9 | 7% | -0.27 | -2 | -4 | -2 | -0.19 | 1.1 | -9
COc1ccc(Cc2nnc3n2N=C(c2cc4ccccc4o2)CS3)cc1OC | 0.9 | 12% | 2.7 | -14 | -7 | 8 | 0.16 | 0.99 | -13
CCN(CC)S(=O)(=O)c1ccc(NC(=O)C(OC)c2ccccc2)cc1 (stereo not drawn) | 0.9 | 3% | -0.82 | 17 | 8 | 6 | 0.36 | 1.1 | 26
CC1=C(C(=O)OCc2ccccc2)C(c2ccc(C)o2)C2=C(CCCC2=O)N1 (stereo not drawn) | 0.8 | 2% | 0.3 | 11 | 1 | 7 | -0.19 | 1 | 12
COc1ccc2c(c1)c(=O)c(Br)c(C)n2Cc1ccccc1 | 0.9 | 10% | 3.8 | 2 | -11 | 5 | -0.26 | 1.1 | 1
FC(F)(F)c1cc(-c2ccco2)nc(NCc2cccs2)n1 | 1 | 7% | -0.33 | 39 | 11 | 15 | 1.5 | 0.96 | 20
Cc1noc(C)c1COC(=O)Cn1c(C)nc2ccccc21 | 0.9 | 8% | -0.94 | 1 | -8 | 5 | -0.2 | 1.1 | -16
COc1ccc(S(=O)(=O)NCCCCCC(=O)NCCCN2CCOCC2)cc1 | 1 | 3% | -1.1 | -16 | 0 | 6 | -0.13 | 1.1 | -1
O=c1cc(N2CCCC2)[nH]c(=O)n1-c1ccc(Cl)cc1 | . | 5% | 0.023 | 12 | 9 | . | -0.28 | 1.1 | -15
CCC(CO)N=CC1=C(O)C(C(=O)c2ccccc2)CCC1=O (stereo not drawn) | 0.9 | 3% | 0.3 | 3 | -5 | 1 | -0.67 | 1.1 | -12
CCCCNC(=O)CC1N=C2c3ccccc3N=C(SCC(=O)Nc3cccc(OC)c3)N2C1=O (stereo not drawn) | 0.9 | 6% | 0.12 | -13 | -2 | -1 | 0.43 | 1.3 | 11
O=C(O)C1CCN(c2ncccn2)CC1 | 1 | 4% | -0.14 | 3 | 3 | 12 | 1.1 | 1.4 | -10
Fc1ccccc1N1CCN(C(c2ccccn2)c2nnnn2C2CCCCC2)CC1 (stereo not drawn) | 0.9 | 1% | -0.76 | 19 | -2 | -1 | 0.37 | 1.1 | 26
CCCNC(=O)CCC(=O)Nc1ncc(-c2ccc(C)cc2)n1C | 1 | 7% | 0.0042 | -1 | 10 | 3 | -0.04 | 1.1 | 38
Cc1cccc(C)c1OCC(O)Cn1ccnc1C (stereo not drawn) | 1 | 4% | 0.061 | -4 | -39 | 3 | 0.034 | 1 | -2
C=CCn1c(SCC(=O)Nc2cc(C)c(Cl)cc2OC)nnc1-c1ccco1 | 0.8 | 4% | 1.1 | -4 | 5 | -3 | 0.36 | 1 | 39
CCCc1nnc(NC(=O)Cn2c(=O)sc3ccccc32)s1 | 0.9 | 6% | -0.29 | -16 | 8 | 12 | 0.14 | 1 | -13
CCOC(=O)Cn1c(CN2CCOCC2)nc2c1c(=O)n(C)c(=O)n2C | 0.9 | 6% | 0.68 | 13 | -2 | 6 | 0.18 | 1.1 | -15
CCCn1c(=O)c(Cc2ccccc2)c(O)c2ccccc21 | 0.9 | 9% | 1.6 | -3 | -10 | 1 | -0.11 | 1.6 | 20
CCn1c(SCC(=O)Nc2ccc(OC)c(OC)c2)nnc1-c1cccs1 | 0.9 | 2% | -0.81 | 8 | -2 | 9 | -0.96 | 1 | -11
O=C(NCc1ccccn1)Nc1ccc2c(c1)OCO2 | 0.9 | 2% | 0.12 | 43 | 49 | 9 | -0.19 | 1.1 | -15
COc1cc(-c2nnc(SCC(=O)c3ccccc3)o2)cc(OC)c1OC | 0.9 | 5% | 2.7 | -17 | 34 | 0 | -0.15 | 1.1 | 41
O=C(c1ccncc1)N1CCN(C(=O)c2ccncc2)CC1 | 0.9 | 3% | 0.076 | -1 | -15 | 16 | 0.3 | 1.1 | -17
COc1ccc(OC)c(NC(=O)COc2ccc(S(=O)(=O)NC(C)C)cc2)c1 | 0.9 | 7% | -0.23 | -14 | -21 | 21* | 0.0038 | 1.1 | 0
COC(=O)c1sccc1NC(=O)c1c(C)noc1C | 0.8 | 3% | 0.27 | -16 | 1 | 2 | 2 | 1.1 | 2
CCOC(=O)Cn1c(=NC(=O)CSC(C)=O)sc2ccccc21 | 0.9 | 7% | -0.043 | -11 | -32 | 9 | 0.064 | 1 | -2
Nc1cc(=O)[nH]n1C1CCN(c2ccccc2)CC1 | 0.9 | 3% | -0.048 | -12 | -2 | 9 | -2.1 | 1.1 | -20
Cc1[nH]c(=O)[nH]c(=O)c1S(=O)(=O)N(C)Cc1ccccc1 | 0.9 | 3% | 1.5 | -28 | 12 | 3 | 0.022 | 1.1 | -13
COc1cc2cc(CN(CCO)S(=O)(=O)c3ccccc3Cl)c(=O)[nH]c2cc1OC | 0.9 | 15% | 1.1 | 7 | 1 | -1 | -0.1 | 3.1* | -14

An excerpt of these results, field by field:
> O=C(c1ccncc1)N1CCN(C(=O)c2ccncc2)CC1
  TNAP act DEA: 0.9	NADH enzymes: 3%	M1 ag: 0.076	RORA act: -1	SF-1 act: -15	E coli RNAP: 16	M1 antagonist: 0.3	Autofluor 339: 1.1	Ecoli tolC: -17

> CCCc1nnc(NC(=O)Cn2c(=O)sc3ccccc32)s1
  TNAP act DEA: 0.9	NADH enzymes: 6%	M1 ag: -0.29	RORA act: -16	SF-1 act: 8	E coli RNAP: 12	M1 antagonist: 0.14	Autofluor 339: 1	Ecoli tolC: -13

> Nc1cc(=O)[nH]n1C1CCN(c2ccccc2)CC1
  TNAP act DEA: 0.9	NADH enzymes: 3%	M1 ag: -0.048	RORA act: -12	SF-1 act: -2	E coli RNAP: 9	M1 antagonist: -2.1	Autofluor 339: 1.1	Ecoli tolC: -20

> CCn1c(SCC(=O)Nc2ccc(OC)c(OC)c2)nnc1-c1cccs1
  TNAP act DEA: 0.9	NADH enzymes: 2%	M1 ag: -0.81	RORA act: 8	SF-1 act: -2	E coli RNAP: 9	M1 antagonist: -0.96	Autofluor 339: 1	Ecoli tolC: -11

Next part
SMILES | TNAP act DEA | NADH enzymes | M1 ag | RORA act | SF-1 act | E coli RNAP | M1 antagonist | Autofluor 339 | Ecoli tolC
CCCCOc1ccc(-c2nnn(CCC(=O)N3CCOCC3)n2)cc1 | 0.9 | 5% | -0.22 | -2 | 15 | 8 | 0.39 | 1.1 | 6
COc1ccc(C2C(C#N)=C(N)SC(N)=C2C#N)cc1OC | 1 | 2% | 38* | -6 | 9 | 5 | -0.22 | 1.1 | 5
c1ccc2c(N3CCCC3)nc(-c3ccncc3)nc2c1 | 0.9 | 7% | 4.4 | 4 | 0 | . | -0.79 | 1.3 | 48
CCN(CC)c1ccc(NC(=O)CC2Oc3ccccc3NC2=O)c(C)c1 (stereo not drawn) | 1 | 2% | -0.64 | 0 | 7 | 13 | 0.055 | 1.1 | -7
CC(=O)Oc1ccc(NC(=O)Cc2ccccc2)cc1 | 0.9 | 8% | 0.021 | -10 | 7 | 1 | 0.052 | 1.1 | 0
O=C(CSc1nc(Nc2ccccc2)nc(N2CCOCC2)n1)Nc1ccccc1Cl | 0.9 | 6% | -0.75 | -20 | -8 | -2 | -0.93 | 1.1 | -22
COc1ccc(-c2nnc(COc3ccc4ccccc4c3)o2)cc1OC | 1 | 8% | -0.53 | . | . | 1 | 0.7 | 1.1 | 54
Cc1nnc(SCC(=O)N2CCN(S(=O)(=O)c3ccc(Cl)cc3)CC2)n(N)c1=O | 0.9 | 4% | -0.99 | -20 | -8 | 3 | -1.1 | 1.1 | -1
O=C(C1CCN(CC2CCCCC2)CC1)N1CCCC1 | 1 | 17% | . | -12 | -18 | 6 | . | 1.1 | -17
Cc1cc(N=Cc2c(O)n(-c3ccc4c(c3)OCO4)c(=O)c3ccccc23)ccn1 | . | 9% | 0.71 | -12 | 12 | 14 | -0.02 | 1.4 | -4
Cc1ccc(-c2nnc(CSc3nc(C)nc4sc(C)c(C)c34)o2)cc1 | 0.9 | 3% | 0.28 | -20 | 3 | 8 | 0.19 | 1.1 | -1
